INS-1E rescue – INS-1E beta cell protection from cytokine death; hit rate 0.1% among 20,000; INS-1E cytokine-induced death, ATP luminescence, 48 h; normalised: neutral wells 0, positive control 100; protection from cytokine-induced ATP loss, % at 10 µM;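 active means mean replicate protection from cytokine-induced ATP loss at least 50% and at least 75% of replicates each reaching 50%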
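Material: INS-1E rat cells; Quantity: 8000 cells/well; Buffer or medium: phenol-red-free RPMI with 5% fetal bovine serum; Probe or stimulus: cytokine cocktail of IFN-γ, TNF-α and IL-1β; Compound dosing: single test concentration per compound, delivered by pin transfer; Incubation: 48 h co-treatment, 10 min post-lysis read; Signal: CellTiter-Glo luminescence.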
T cruzi HTS – intracellular Trypanosoma cruzi inhibition. intracellular Trypanosoma cruzi in host cells, plate reader. activity score (inhibition), % at 5.01 µM. hit rate 4.9% among 22,000. AID 651903; in the data active means activity score above about 55%;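 further: parasites and compound incubated about four days before reading; 0% = median of neutral control wells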
Active calls of the source: *; . = no result given.

SMILES	INS-1E rescue	T cruzi HTS
COc1ccc(S(=O)(=O)N(C)C[C@H]2Oc3c(NS(=O)(=O)c4cccs4)cccc3C(=O)N([C@H](C)CO)C[C@@H]2C)cc1	3.8	-11.6
COc1ccc(S(=O)(=O)Nc2ccc3c(c2)CC(=O)N([C@H](C)CO)C[C@@H](C)[C@H](CN(C)C(=O)NC2CCCCC2)O3)cc1	5.4	-33.0
C[C@@H]1CN([C@@H](C)CO)C(=O)c2cccc(NC(=O)C3CC3)c2O[C@H]1CN(C)C(=O)Nc1cccc2ccccc12	3.8	-2.3
C[C@H](CO)N1C[C@H](C)[C@H](CN(C)Cc2ccc(Oc3ccccc3)cc2)Oc2ccc(NS(=O)(=O)c3cccs3)cc2CC1=O	-45.5	27.2
Cc1noc(C)c1NC(=O)N(C)C[C@@H]1Oc2c(NS(=O)(=O)c3ccc(Cl)cc3)cccc2C(=O)N([C@H](C)CO)C[C@@H]1C	8.9	-9.3
C[C@H](CO)N1C[C@H](C)[C@@H](CN(C)C(=O)NC2CCCCC2)Oc2ccc(NC(=O)CCCN(C)C)cc2C1=O	0.8	-5.2
COc1ccc(CN(C)C[C@@H]2Oc3ccc(NC(=O)CCN4CCOCC4)cc3C(=O)N([C@@H](C)CO)C[C@H]2C)cc1	7.5	-26.2
CC(C)NC(=O)N(C)C[C@@H]1Oc2c(NC(=O)c3ccc(-c4nccs4)cc3)cccc2C(=O)N([C@@H](C)CO)C[C@@H]1C	4.6	-10.7
C[C@H]1CN([C@@H](C)CO)C(=O)c2cccc(NC(=O)Nc3ccc(F)cc3)c2O[C@@H]1CN(C)CC1CC1	-0.1	-0.2
C[C@H]1CN([C@@H](C)CO)C(=O)c2cccc(NC(=O)c3cnccn3)c2O[C@@H]1CN(C)Cc1ccc(Cl)c(Cl)c1	-8.2	-11.2
C[C@@H]1CCCCO[C@H](CN(C)C(=O)c2ccccc2)[C@@H](C)CN([C@H](C)CO)C(=O)c2cc(NC(=O)c3ccncc3)ccc2O1	3.6	0.8
C[C@H](CO)N1C[C@H](C)[C@@H](CN(C)S(=O)(=O)c2cn(C)cn2)Oc2c(NC(=O)Nc3ccc4c(c3)OCO4)cccc2C1=O	9.6	-1.0
C[C@@H]1CN([C@H](C)CO)C(=O)c2cccc(NS(C)(=O)=O)c2O[C@H]1CN(C)Cc1ccccc1	22.0	-31.9
C[C@H](CO)N1C[C@H](C)[C@H](CN(C)CC2CCCCC2)Oc2c(NS(=O)(=O)c3ccc(F)cc3)cccc2C1=O	-10.7	-0.4
Cc1ccc(S(=O)(=O)N(C)C[C@@H]2Oc3ncc(C#Cc4ccc(F)cc4)cc3C(=O)N([C@H](C)CO)C[C@@H]2C)cc1	.	58.9*
COc1ccc(CN(C)C[C@@H]2Oc3ccc(NS(=O)(=O)c4ccc(Cl)cc4)cc3CC(=O)N([C@H](C)CO)C[C@@H]2C)cc1	-0.9	27.3
C[C@@H]1CN([C@@H](C)CO)C(=O)c2cc(NS(=O)(=O)c3cn(C)cn3)ccc2O[C@H]1CN(C)CC1CC1	2.3	-4.1
C[C@@H]1CN([C@@H](C)CO)C(=O)c2cccc(NC(=O)Nc3ccc(C(F)(F)F)cc3)c2O[C@@H]1CN(C)Cc1ccccc1	-44.8	-29.3
C[C@H]1CN([C@@H](C)CO)C(=O)c2cc(NS(=O)(=O)c3ccc(Cl)cc3)ccc2O[C@@H]1CN(C)S(=O)(=O)c1cccs1	.	13.9
C[C@@H]1CN([C@H](C)CO)C(=O)c2cc(NS(=O)(=O)c3ccc(F)cc3)ccc2O[C@@H]1CN(C)S(=O)(=O)c1cccs1	1.3	2.4
C[C@@H]1CCCCO[C@@H](CN(C)S(C)(=O)=O)[C@@H](C)CN([C@H](C)CO)C(=O)c2cc(NC(=O)Nc3cccc4ccccc34)ccc2O1	4.7	4.8
CNC[C@@H]1Oc2ccc(NS(=O)(=O)c3ccc(C)cc3)cc2C(=O)N([C@H](C)CO)C[C@H]1C	8.6	-3.3
C[C@@H]1CN([C@@H](C)CO)C(=O)CCCn2nncc2CO[C@@H]1CN(C)Cc1ccc(O)cc1	.	-2.0
CC(C)NC(=O)Nc1cccc2c1O[C@@H](CN(C)Cc1ccc(Cl)c(Cl)c1)[C@@H](C)CN([C@H](C)CO)C2=O	-21.2	-19.1
Cc1ccc(S(=O)(=O)N(C)C[C@H]2Oc3c(NC(=O)Nc4ccc(F)cc4)cccc3C(=O)N([C@@H](C)CO)C[C@@H]2C)cc1	-1.7	-4.8
Later entries
SMILES	INS-1E rescue	T cruzi HTS
C[C@@H]1CN([C@@H](C)CO)C(=O)c2cc(NC(=O)Nc3cccc4ccccc34)ccc2O[C@@H]1CN(C)C(=O)Nc1ccc(F)cc1	-3.1	4.9
COc1ccc(S(=O)(=O)N(C)C[C@H]2Oc3ccc(NS(=O)(=O)c4ccc(C)cc4)cc3CC(=O)N([C@H](C)CO)C[C@H]2C)cc1	6.6	64.4*
C[C@@H]1CN([C@H](C)CO)C(=O)Cc2cc(NC(=O)c3ccncc3)ccc2O[C@@H]1CN(C)S(C)(=O)=O	4.1	-14.9
Cc1ccc(S(=O)(=O)Nc2cccc3c2O[C@H](CN(C)Cc2ccc(Cl)c(Cl)c2)[C@@H](C)CN([C@H](C)CO)C3=O)cc1	6.7	27.3
COc1ccc(S(=O)(=O)N(C)C[C@H]2Oc3c(NC(=O)Nc4cccc5ccccc45)cccc3C(=O)N([C@@H](C)CO)C[C@@H]2C)cc1	12.4	-10.0
Cc1noc(C)c1NC(=O)Nc1ccc2c(c1)CC(=O)N([C@@H](C)CO)C[C@H](C)[C@H](CN(C)Cc1ccc(C(=O)O)cc1)O2	10.0	-29.7
CNC[C@H]1Oc2ccc(N)cc2C(=O)N([C@H](C)CO)C[C@@H]1C	-1.0	-17.6
Cc1noc(C)c1S(=O)(=O)N(C)C[C@H]1Oc2c(NS(=O)(=O)c3cn(C)cn3)cccc2C(=O)N([C@H](C)CO)C[C@@H]1C	0.5	-32.5
Cc1ccc(S(=O)(=O)N(C)C[C@H]2Oc3c(NC(=O)Nc4ccc5c(c4)OCO5)cccc3C(=O)N([C@H](C)CO)C[C@H]2C)cc1	3.0	40.9
COc1ccc(NC(=O)Nc2cccc3c2O[C@H](CN(C)S(=O)(=O)c2ccc(C)cc2)[C@@H](C)CN([C@H](C)CO)C3=O)cc1	3.9	22.3
C[C@@H]1CN([C@H](C)CO)C(=O)Cc2cc(NC(=O)C3CC3)ccc2O[C@@H]1CN(C)C(=O)Nc1ccccc1	5.3	-30.5
O=C(N/N=C/c1ccccc1[N+](=O)[O-])c1ccccc1O	-75.3	-8.1
Cc1cc(C(=O)Nc2cccc3c2O[C@@H](CN(C)Cc2ccncc2)[C@H](C)CN([C@H](C)CO)C3=O)n(C)n1	7.5	-1.9
C[C@@H]1CN([C@H](C)CO)C(=O)c2cccc(NS(=O)(=O)c3ccc(F)cc3)c2O[C@H]1CN(C)S(=O)(=O)c1ccc(F)cc1	8.3	0.2
COc1ccc(NC(=O)Nc2ccc3c(c2)C(=O)N([C@@H](C)CO)C[C@@H](C)[C@H](CN(C)S(=O)(=O)c2cccs2)O3)cc1	-7.9	0.9
C[C@@H]1CCCCO[C@@H](CN(C)S(=O)(=O)c2cn(C)cn2)[C@@H](C)CN([C@H](C)CO)C(=O)c2cc(NC(=O)Cc3ccccc3)ccc2O1	6.2	-10.2
COC(=O)CCCCCCC(=O)N/N=C/c1ccc(OCCCN(C)C)cc1	8.7	81.2*
Cc1ccc(S(=O)(=O)N(C)C[C@@H]2OCCCC[C@@H](C)Oc3ccc(N(C)C)cc3C(=O)N([C@H](C)CO)C[C@@H]2C)cc1	3.3	3.9
CC(C)NC(=O)N(C)C[C@@H]1OCCCC[C@@H](C)Oc2ccc(NC(=O)Nc3ccc(C(F)(F)F)cc3)cc2C(=O)N([C@H](C)CO)C[C@@H]1C	-0.2	-10.7
C[C@H](CO)N1C[C@H](C)[C@@H](CN(C)C(=O)Nc2ccc(F)cc2)Oc2ccc(NC(=O)Cc3cn(C)c4ccccc34)cc2C1=O	4.2	-9.3
COc1ccc(CN(C)C[C@@H]2Oc3ccc(NC(=O)CCN4CCOCC4)cc3C(=O)N([C@H](C)CO)C[C@@H]2C)cc1	-0.7	8.8
C[C@@H]1CN([C@H](C)CO)C(=O)c2cccc(NC(=O)Nc3ccc(C(F)(F)F)cc3)c2O[C@@H]1CN(C)C(=O)Nc1ccc2c(c1)OCO2	-35.7	43.6
COc1ccc(NC(=O)N(C)C[C@@H]2Oc3c(NS(=O)(=O)c4ccccc4)cccc3C(=O)N([C@H](C)CO)C[C@@H]2C)cc1	9.7	7.1
COc1ccc(CN(C)C[C@H]2Oc3ccc(NC(=O)Cc4ccccc4)cc3C(=O)N([C@@H](C)CO)C[C@@H]2C)cc1	-6.4	5.9
C[C@H](CO)N1C[C@H](C)[C@H](CN(C)Cc2ccc(-c3ccccc3)cc2)Oc2c(NC(=O)c3ccncc3)cccc2C1=O	-11.7	67.8*
Following part:
SMILES	INS-1E rescue	T cruzi HTS
O=C(O)CCCCCCC(=O)N/N=C/c1cc(O)ccc1Br	6.4	-20.2
C[C@@H]1CN([C@H](C)CO)C(=O)c2cc(N(C)C)ccc2O[C@H]1CN(C)C(=O)Nc1ccccc1	4.0	4.4
COc1ccc(NC(=O)Nc2ccc3c(c2)CC(=O)N([C@H](C)CO)C[C@@H](C)[C@@H](CN(C)C)O3)cc1	2.5	-13.8
CNC[C@@H]1Oc2ccc(NC(=O)Nc3ccccc3)cc2CC(=O)N([C@@H](C)CO)C[C@@H]1C	-1.3	5.3
C[C@@H]1CN([C@@H](C)CO)C(=O)c2cccc(NS(C)(=O)=O)c2O[C@@H]1CN(C)S(=O)(=O)c1ccccc1	3.0	-1.5
O=C(N/N=C/c1ccc(F)c(Oc2ccccc2)c1)c1ccccn1	-0.7	5.1
COc1ccc(NC(=O)N(C)C[C@@H]2Oc3ccc(NC(=O)Nc4cccc5ccccc45)cc3C(=O)N([C@H](C)CO)C[C@H]2C)cc1	-3.5	3.7
C[C@H](CO)N1C[C@H](C)[C@H](CN(C)C(=O)Nc2ccc3c(c2)OCO3)Oc2c(NC(=O)C3CC3)cccc2C1=O	1.6	-5.5
C[C@@H]1CN([C@H](C)CO)C(=O)Cc2cc(NC(=O)Nc3ccc(C(F)(F)F)cc3)ccc2O[C@@H]1CN(C)Cc1ccccc1	-32.1	69.2*
C[C@H]1CN([C@@H](C)CO)C(=O)CCCn2nncc2CO[C@H]1CN(C)CC1CCCCC1	.	0.8
Cc1ccc(S(=O)(=O)N(C)C[C@H]2Oc3ccc(NS(=O)(=O)c4ccc(F)cc4)cc3CC(=O)N([C@@H](C)CO)C[C@H]2C)cc1	-1.9	48.4
C[C@H]1CN([C@@H](C)CO)C(=O)c2cc(N(C)C)ccc2O[C@H]1CN(C)S(=O)(=O)c1cn(C)cn1	5.6	2.7
C[C@@H]1CCCCO[C@H](CN(C)Cc2ccc(Cl)c(Cl)c2)[C@@H](C)CN([C@H](C)CO)C(=O)c2cc(NC(=O)CCC(F)(F)F)ccc2O1	-8.8	24.9
CC(C)NC(=O)Nc1ccc2c(c1)CC(=O)N([C@H](C)CO)C[C@H](C)[C@H](CN(C)Cc1ccc(Cl)c(Cl)c1)O2	-3.1	22.3
COc1ccc(S(=O)(=O)Nc2cccc3c2O[C@@H](CN(C)C)[C@@H](C)CN([C@@H](C)CO)C3=O)cc1	0.4	-2.5
C[C@H](CO)N1C[C@H](C)[C@H](CN(C)S(C)(=O)=O)Oc2ccc(NC(=O)c3ccncc3)cc2CC1=O	5.3	-31.3
COC(=O)CCCCCCC(=O)N/N=C/c1cc2c(cc1Br)OCO2	22.1	1.3
C[C@H](CO)N1C[C@H](C)[C@H](CN(C)S(=O)(=O)c2ccc(F)cc2)Oc2ccc(NC(=O)Nc3cccc4ccccc34)cc2C1=O	.	53.2
C[C@H](CO)N1C[C@H](C)[C@H](CN(C)C(=O)Nc2cccc3ccccc23)Oc2c(NS(=O)(=O)c3ccc(Cl)cc3)cccc2C1=O	9.0	-15.0

Gathered by group: the compounds so far with a Cl atom (nine)
SMILES	INS-1E rescue	T cruzi HTS
Cc1noc(C)c1NC(=O)N(C)C[C@@H]1Oc2c(NS(=O)(=O)c3ccc(Cl)cc3)cccc2C(=O)N([C@H](C)CO)C[C@@H]1C	8.9	-9.3
C[C@H]1CN([C@@H](C)CO)C(=O)c2cccc(NC(=O)c3cnccn3)c2O[C@@H]1CN(C)Cc1ccc(Cl)c(Cl)c1	-8.2	-11.2
COc1ccc(CN(C)C[C@@H]2Oc3ccc(NS(=O)(=O)c4ccc(Cl)cc4)cc3CC(=O)N([C@H](C)CO)C[C@@H]2C)cc1	-0.9	27.3
C[C@H]1CN([C@@H](C)CO)C(=O)c2cc(NS(=O)(=O)c3ccc(Cl)cc3)ccc2O[C@@H]1CN(C)S(=O)(=O)c1cccs1	.	13.9
CC(C)NC(=O)Nc1cccc2c1O[C@@H](CN(C)Cc1ccc(Cl)c(Cl)c1)[C@@H](C)CN([C@H](C)CO)C2=O	-21.2	-19.1
Cc1ccc(S(=O)(=O)Nc2cccc3c2O[C@H](CN(C)Cc2ccc(Cl)c(Cl)c2)[C@@H](C)CN([C@H](C)CO)C3=O)cc1	6.7	27.3
C[C@@H]1CCCCO[C@H](CN(C)Cc2ccc(Cl)c(Cl)c2)[C@@H](C)CN([C@H](C)CO)C(=O)c2cc(NC(=O)CCC(F)(F)F)ccc2O1	-8.8	24.9
CC(C)NC(=O)Nc1ccc2c(c1)CC(=O)N([C@H](C)CO)C[C@H](C)[C@H](CN(C)Cc1ccc(Cl)c(Cl)c1)O2	-3.1	22.3
C[C@H](CO)N1C[C@H](C)[C@H](CN(C)C(=O)Nc2cccc3ccccc23)Oc2c(NS(=O)(=O)c3ccc(Cl)cc3)cccc2C1=O	9.0	-15.0

Compound activity from PubChem.
